High-throughput results from PubChem.
KDM5B inh: KDM5B demethylase inhibition; Q9UGL1; KDM5B demethylase, FDH-coupled NADH fluorescence (FDH is formaldehyde dehydrogenase); Potency, µM (top dose mostly 57.7 µM), for the others: top-dose activity change, negative = inhibition, most hits filed as inhibitors; 2.6% of 220,000 active; active means well fitted inhibition curve with a large enough effect; inconclusive means small, poorly fitted or top-dose-only effect; inactive means no such curve, though single readings can be large or run the other way; further: 0% is about no effect; nearly all actives have a fitted effect of over 70% in size
Target sequence (Q9UGL1 whole entry, looked up): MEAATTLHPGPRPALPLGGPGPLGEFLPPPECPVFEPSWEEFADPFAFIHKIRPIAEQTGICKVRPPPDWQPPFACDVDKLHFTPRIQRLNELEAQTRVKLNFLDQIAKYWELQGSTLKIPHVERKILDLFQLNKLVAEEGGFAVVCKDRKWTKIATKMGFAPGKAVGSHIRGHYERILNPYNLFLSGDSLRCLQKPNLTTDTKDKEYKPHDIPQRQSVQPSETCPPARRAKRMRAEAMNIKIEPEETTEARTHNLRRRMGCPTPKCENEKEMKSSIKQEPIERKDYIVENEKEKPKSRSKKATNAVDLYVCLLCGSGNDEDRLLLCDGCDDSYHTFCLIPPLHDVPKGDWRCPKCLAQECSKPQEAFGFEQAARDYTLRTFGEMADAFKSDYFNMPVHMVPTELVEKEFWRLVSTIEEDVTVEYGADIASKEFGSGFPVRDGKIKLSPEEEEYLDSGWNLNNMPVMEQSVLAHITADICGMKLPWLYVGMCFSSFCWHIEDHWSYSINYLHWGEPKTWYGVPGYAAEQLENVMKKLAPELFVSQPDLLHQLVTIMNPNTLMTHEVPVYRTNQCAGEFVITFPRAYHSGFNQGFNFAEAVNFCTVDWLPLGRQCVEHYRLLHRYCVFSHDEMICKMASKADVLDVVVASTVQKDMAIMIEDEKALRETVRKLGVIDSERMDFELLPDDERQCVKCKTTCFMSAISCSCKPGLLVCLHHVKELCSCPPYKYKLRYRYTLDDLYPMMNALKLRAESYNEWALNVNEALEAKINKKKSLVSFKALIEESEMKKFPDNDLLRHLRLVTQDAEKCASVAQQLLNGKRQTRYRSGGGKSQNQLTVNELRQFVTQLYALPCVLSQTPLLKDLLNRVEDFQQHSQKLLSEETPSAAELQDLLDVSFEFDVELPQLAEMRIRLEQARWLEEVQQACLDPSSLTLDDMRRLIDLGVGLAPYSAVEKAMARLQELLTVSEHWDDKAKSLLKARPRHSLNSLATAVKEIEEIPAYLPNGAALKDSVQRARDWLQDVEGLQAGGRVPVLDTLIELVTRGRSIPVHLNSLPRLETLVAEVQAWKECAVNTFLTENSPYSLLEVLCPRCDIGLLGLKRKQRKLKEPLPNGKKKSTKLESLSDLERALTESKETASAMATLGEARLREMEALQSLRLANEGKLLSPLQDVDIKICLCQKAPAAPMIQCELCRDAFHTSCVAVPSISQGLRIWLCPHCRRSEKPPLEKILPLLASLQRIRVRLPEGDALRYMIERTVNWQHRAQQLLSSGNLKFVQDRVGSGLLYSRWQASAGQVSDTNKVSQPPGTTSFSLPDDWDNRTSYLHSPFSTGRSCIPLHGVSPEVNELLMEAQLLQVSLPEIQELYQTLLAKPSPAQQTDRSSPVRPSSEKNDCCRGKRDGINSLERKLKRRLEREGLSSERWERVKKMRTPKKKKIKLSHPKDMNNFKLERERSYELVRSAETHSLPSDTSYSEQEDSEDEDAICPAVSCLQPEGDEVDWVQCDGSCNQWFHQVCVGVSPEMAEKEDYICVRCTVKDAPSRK
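Measured: NADH fluorescence change, 30 min, RT. System: KDM5BΔAP 200 nM final, H3K4me3 peptide, α-KG, Fe(II), ascorbate, NAD⁺ plus FDH, pH 7.5 HEPES. Compounds: titrated, 10 min pre-incubation with enzyme.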
The depositor's hits bear a star; ? = inconclusive; [ ] = another dose, or the depositor's remark. Potency means the concentration at half of the fitted maximal effect. This is a subset; rates above refer to the full screens.

SMILES | KDM5B inh
COC(=O)CCNC(=O)C1CN(S(=O)(=O)c2ccccc2)CC12CCCCC2 (configuration not stated) | 16%
COc1ccc(-n2c(/C=C/c3ccccc3F)nc3cc(OC)c(OC)cc3c2=O)cc1Cl | ?
O=C(CN1CCN(Cc2ccccc2)CC1)NC(c1ccccc1)c1ccccc1 | ?
CCc1ccc(/C=C2\CCc3ccccc3C2=O)cc1 | -3%
O=C(Nc1ccsc1C(=O)O)c1ccccc1 | 12%
CCCn1c(C)cc(C(=O)Cn2nc(C)c(C)c(C#N)c2=O)c1C | 15%
Cn1c(=O)c2sccc2n2c(CCC(=O)N3CCN(c4cccc(Cl)c4)CC3)nnc12 | -25%
Cc1c(CCC(=O)O)c(=O)oc2c(C)c3occ(-c4ccc(Br)cc4)c3cc12 | ?
O=c1n(-c2ccc(C(F)(F)F)cc2)nc2n1CCN(Cc1cccnc1)C2 | ?
N#Cc1ccc(C(=O)N2CCCCC2c2nc(CCOCC3CCOCC3)no2)cc1 (configuration not stated) | -1%
CCCCNc1c(NC(C)=O)c(=O)oc2ccccc12 | 11%
Cc1cc(Br)ccc1SCC(=O)O | 14%
O[C@@H]1C[C@@H](c2nnc3n2CCN(Cc2ccc4c(c2)CCO4)C3)N(Cc2cccnc2)C1 | ?
CC(=O)NC1=NN(C(C)=O)C(c2ccccc2OCc2ccccc2)S1 (configuration not stated) | 12%
Cn1c(=O)oc2cc(S(=O)(=O)NCc3ccc(F)cc3)ccc21 | 20%
CC(=O)Nc1cccc(NC(=O)Cc2nn(C)c(=O)c3ccccc23)c1 | 10%
O=C(CSc1nc(O)c(C/C=C/c2ccccc2)c(=O)[nH]1)Nc1cccc(F)c1 | ?
CCN1CCN(Cc2nc3cc(NC(=O)c4cccc([N+](=O)[O-])c4)ccc3n2CC)CC1 | -12%
Cc1ccc(C)c(NC(=O)CSc2nncn3c2cc2sccc23)c1 | ?
CN(C)CCNC(=O)C(C)(C)Oc1nn(CCOc2ccccc2)c2ccccc12 | ?

Entries from the list above that contain an aryl thioether with sulfur outside any ring, in the order listed:
SMILES | KDM5B inh
Cc1cc(Br)ccc1SCC(=O)O | 14%
O=C(CSc1nc(O)c(C/C=C/c2ccccc2)c(=O)[nH]1)Nc1cccc(F)c1 | ?
Cc1ccc(C)c(NC(=O)CSc2nncn3c2cc2sccc23)c1 | ?

The list continues:
SMILES | KDM5B inh
Cc1ccc2c(C(=O)O)cc(C)nc2c1 | 15%
CCCCCn1c(SCc2ccccc2Cl)nc2c1c(=O)[nH]c(=O)n2C | -26%
COc1ccc(C(=O)Oc2ccc(NC(=O)Cc3nn(C)c(=O)c4ccccc34)cc2)cc1 | 15%
CCC(CC)NC(=O)Nc1cc(Cl)ccc1C | 4%
Cn1nccc1C(=O)NCC1Cc2cc(-c3cccc(OC(F)(F)F)c3)ccc2O1 (configuration not stated) | -7%
CSCCC(=O)NCCc1ccsc1 | 7%
Cc1ccccc1C(=O)Nc1cc(-c2cc(C(C)(C)C)oc2C)nn1C | -5%
COc1ccc(N2CCN(c3ccc(-c4nc(-c5ccccc5C)no4)cc3[N+](=O)[O-])CC2)cc1 | -34%
Cc1ccccc1CS(=O)(=O)Cc1ccc(C(=O)NCCc2ccccc2)o1 | 1%
Cc1ccc(NC(=O)NC(=O)CN2CCN(c3ccc(O)cc3)CC2)c(C)c1 | ?
O=C(c1ccc(Br)cc1)N1CCN(CCc2ccncc2)CC1 | -22%
CCOC(=O)c1cc2c(=O)n3ccccc3nc2n(CC2CCCO2)c1=NC(=O)c1cccc(C)c1 (configuration not stated) | ?
Cc1ccc2nc(CSc3nc(C)nc4ccccc34)cn2c1 | -21%
O=C(O)c1ccc(/C=N/NC(=O)C2CC2)cc1 | 24%
CCOC(=O)c1ccc2ncc(C(=O)OCC)c(NCCCOC(C)=O)c2c1 | -6%
COc1cccc(CN2CCCC3(CCN(C(=O)c4cccnc4)C3)C2=O)c1OC (configuration not stated) | 7%
COc1ccc(CNC(=O)c2ccc(NC(=O)N3CCSc4nc(C)cc(C)c43)cc2)c(OC)c1 | 57%[activator]
CCCc1nnc2sc(-c3ccc(OC)cc3)nn12 | 5%
COc1cc2oc(=O)c(CC(=O)NC3CCS(=O)(=O)C3)c(C)c2cc1Cl (configuration not stated) | ?
COc1ccc(/C=C(\C#N)c2nc3ccccc3[nH]2)cc1OC | ?
CCn1nc(C(=O)OC(C)C(=O)c2c[nH]c3ccccc23)c2ccccc2c1=O (configuration not stated) | 3%
CCOc1ccc(-c2cc(=O)c3ccc(NC(=O)c4ccccc4Cl)cc3o2)cc1 | 59%[activator]
Cc1ccc(Cl)cc1N1CCN(C(c2ccc(F)cc2)c2nnc(-c3ccccc3)o2)CC1 (configuration not stated) | 20%
CCOc1cc(C)c(Cl)cc1S(=O)(=O)N1CCCCC1C (configuration not stated) | -2%
COc1ccc(C(=O)N2CCc3onc(-c4ccc(C(F)(F)F)cc4)c3C2)o1 | 10µM*
O=C(Nc1nnc(S(=O)(=O)Nc2ccccc2)s1)c1ccccc1Cl | 20%
N#Cc1ccc(S(=O)(=O)N2CCN(c3nc(-c4cccs4)nc4ccccc34)CC2)cc1 | 7%
COc1ccccc1NC(=O)C1CCCN(S(C)(=O)=O)C1 (configuration not stated) | 12%
Cc1cc2oc(C(=O)Nc3ccc4c(c3)N(C)C(=O)CO4)c(C)c2cc1C | -3%
CC(C)CNc1cccc2c1S(=O)(=O)N(Cc1cn(Cc3cccc(C(F)(F)F)c3)nn1)Cc1ccccc1O2 | ?
COc1ccc(CC(=O)N[C@@H]2CN(c3ccccn3)C[C@H]2CN(C)C)cc1 | 28µM*
O=C(NCCc1ccccc1)c1ccc2c(c1)N(Cc1ccc(F)cc1Cl)C(=O)CS2 | -2%
COc1ccc(C2CCCN2C(=O)c2nn(C)c(=O)c3ccccc23)cc1 (configuration not stated) | -11%
CC(C)c1ccc2oc(-c3cc(NC(=O)c4cccnc4)ccc3Cl)nc2c1 | ?
Cc1cc(C)c(NC(=O)Cn2nc(-c3ccncc3)ccc2=O)c(C)c1 | 9%[11.5 µM]
Cc1nn(-c2ccc(C(F)(F)F)cc2)c(C)c1[C@@H]1C=C[C@@H](NS(=O)(=O)c2cccs2)C1 | 26%
COc1cccc(C(=O)Oc2ccc(C(=O)COC(=O)c3ccco3)cc2)c1 | 13%
CC1C(=O)Nc2ccc(S(=O)(=O)N3CCCCC3)cc2NC1=O (configuration not stated) | -14%
O=C(NC1CCCC1)c1ccc(Cl)cc1-n1cnnn1 | 11%
Cc1ccc(CN2C(=O)NC3(CCCN(C(=O)c4cc(F)ccc4F)C3)C2=O)cc1 (configuration not stated) | 11%
O=C(CSc1n[nH]c(Cc2ccccc2)n1)Nc1ccccc1Br | -9%
COc1cccc(/C=N/NC(=S)NCc2ccco2)c1OC | ?
Cc1c(Cl)cccc1-n1ncc(C(=O)N2CCN(c3ncccn3)CC2)c1C1CCN(C(=O)OC(C)(C)C)CC1 | -5%
COc1ccc(C2=C(C)C(=O)N(Cc3ccc(C(=O)Nc4cc(C)ccc4C)cc3)S2(=O)=O)cc1 | ?
CS(=O)(=O)c1cccc(OCCOc2ccc(F)cc2)c1 | 14%
CC(C)n1nccc1N(Cc1ccc(Cl)cc1)S(=O)(=O)c1ccccc1 | -1%
CCC(=O)Nc1ccc2nc(SCc3ccccc3)sc2c1 | -14%
O=C(CC1CCN(S(=O)(=O)c2ccccc2)C1)NCc1ccccc1 (configuration not stated) | -7%
COc1ccccc1CNc1nc2ccccc2c2nc(-c3cccnc3)nn12 | -22%
CC1=C(C(=O)Nc2ccccc2)C(c2ccc(Br)cc2)NC(=S)N1 (configuration not stated) | -30%
CC(=O)N(Cc1ccccc1)c1c(N)nc(N)[nH]c1=O | 10%
Cc1ccc(CNS(=O)(=O)c2ccc3c(c2)N(C)CCO3)cc1 | -17%
CNC(=O)C1CCc2ncc(-c3ccsc3)n2C1 (configuration not stated) | 0%
CCOC(=O)CSc1nc2c(c(=O)[nH]c(=O)n2C)n1C(C)C | -16%
CCOC(=O)c1c(/N=C/c2ccc(C)cc2O)sc2c1CCN(C)C2 | 1%
CCOc1ccc(CC(=O)NC2CCN(c3cc(-c4ccccc4)[nH]n3)C2)cc1OCC (configuration not stated) | ?
CCC(CNc1ccc2nnnn2n1)N1CCCC1 (configuration not stated) | 10%
N#Cc1nc(COc2ccccc2)oc1NCCc1ccccc1 | -23%
CC(=O)N1CCC2(C1)N=C(c1ccccn1)C(=O)N2 (configuration not stated) | ?
COc1ccc(OCc2nc(C#N)c(NCc3ccco3)o2)cc1 | -12%

A different layout for 3 compounds above:
> COc1ccc(N2CCN(c3ccc(-c4nc(-c5ccccc5C)no4)cc3[N+](=O)[O-])CC2)cc1
- KDM5B inh: -34%
> Cc1ccccc1CS(=O)(=O)Cc1ccc(C(=O)NCCc2ccccc2)o1
- KDM5B inh: 1%
> Cc1ccc(NC(=O)NC(=O)CN2CCN(c3ccc(O)cc3)CC2)c(C)c1
- KDM5B inh: ?

(cont.)
SMILES | KDM5B inh
CN1C(=O)CC[C@]2(C(=O)NCC3CCCCC3)CCCC[C@@H]12 | -4%
CO[C@H]1C(=O)N(C(C)C)[C@H]1C1CCN(S(=O)(=O)c2c(C)noc2C)CC1 | -29%
NS(=O)(=O)c1cccc(NC(=O)c2ccc3ccccc3n2)c1 | 16%
O=C(/C=C/c1cccnc1)NCCc1cccc2ccccc12 | 7%
C[C@@H]1COc2cc(Br)ccc2S(=O)(=O)N1Cc1cn(Cc2ccc(F)cc2)nn1 | -5%
Cn1nnnc1C1CCCN(C(=O)NC2CCCCC2)C1 (configuration not stated) | 16%
COc1ccc(OC)c(S(=O)(=O)N2CCC(Oc3ccccc3-c3nc(C)no3)C2)c1 (configuration not stated) | ?
COc1ccc(C)cc1NS(=O)(=O)c1ccc2c(c1)CCCN2C(C)=O | 20%
CCOc1ccccc1-n1nnnc1SCC(=O)NCC1(N2CCOCC2)CCCCC1 | 6%
FC(F)(F)C1CN(c2ccnc3ccc(Cl)cc23)CCO1 (configuration not stated) | 20%
CN1CCC(NC2(Cc3cc(-c4ccccn4)on3)COC2)CC1 | -19%[86.2 µM]
COc1ccccc1N1CCN(c2nc3ccc(C(=O)c4ccccc4)cc3n3c(C)nnc23)CC1 | -16%
C=CCO[C@@H]1CCN2C(=O)c3cc(-c4cccc(C(F)(F)F)c4)ccc3NC(=O)[C@H]12 | ?
Cc1nn2c(c1-c1ccccc1Oc1ccccc1)N(C(=O)Cc1ccccc1)CCC2 | -11%[86.2 µM]
Cc1ccc(CC(=O)N2CCC(c3n[nH]c(=O)n3-c3ccccc3)CC2)cc1 | 27%
CCn1c(C(=O)N2CCC(C(=O)NCCc3ccc(OC)cc3OC)CC2)cc2sccc21 | -12%
CCOc1ccc(NS(=O)(=O)c2ccsc2C(=O)OC)cc1 | 15%
COc1ccc(N(CC(=O)NC2CCCCC2)C(=O)CNC(=O)c2cccs2)cc1OC | 27%
CCOC(=O)c1cc2c(=O)n3ccccc3nc2n(CCCOC)c1=NC(=O)C(C)Oc1ccccc1 (configuration not stated) | ?
Cc1ccc(NC(=O)c2ccc(F)c(S(=O)(=O)N3CCc4ccccc4C3)c2)cc1F | 82%[activator]

Reformatted with the structure last: part of the list above.
KDM5B inh	SMILES
20%	FC(F)(F)C1CN(c2ccnc3ccc(Cl)cc23)CCO1 (configuration not stated)
-19%[86.2 µM]	CN1CCC(NC2(Cc3cc(-c4ccccn4)on3)COC2)CC1
-16%	COc1ccccc1N1CCN(c2nc3ccc(C(=O)c4ccccc4)cc3n3c(C)nnc23)CC1

(further entries)
SMILES | KDM5B inh
CN1C(=O)COC[C@@H]1[C@H](O)c1ccc(NC(=O)c2ccc(C(F)(F)F)cc2)cc1 | -15%[86.2 µM]
Cc1[nH]c2ccccc2c1C(=O)C(=O)NCC1CCC1 | -13%
C/C(=N/Nc1ccc(S(N)(=O)=O)cc1[N+](=O)[O-])c1ccc(C#N)cc1 | 28%
COc1cc(/C=N/O)cc(Br)c1OC(C)C | 15%
O=C(NCCc1ccccn1)c1ccc2c(c1)-c1ccccc1C2 | ?
O=C(NCc1ccc(Cl)cc1)N1CCc2ccccc2C1 | 24%
Cc1cc(C)cc(OCC(=O)OCC(=O)c2ccc3c(c2)OCO3)c1 | -16%
CN(C)CCn1cc(C(=O)c2ccccc2O)cc1-c1nc2ccccc2c(=O)[nH]1 | -2%
COc1cccc(N2CC(C(=O)NCCc3ccc(F)cc3)NC2=O)c1 (configuration not stated) | 7%
O=C1CC2CCN([S+](=O)([O-])c3cccs3)CC2CCN1 (configuration not stated) | 3%[149 µM]
COc1ccccc1CNC(=O)[C@@H]1Cc2c[nH]c3cccc(c23)[C@H](CC(C)C)N1 | -30%[86.2 µM]
CC1CCCCC12NC(=O)N(CC(=O)N1CCN(Cc3ccc(C#N)cc3)CC1)C2=O (configuration not stated) | -4%
CCOc1ccc2c(c1)NC(c1cccs1)=NC(c1ccc(F)cc1)=N2 | 9%
NCC1Cn2cccc2C(=O)N1Cc1ccccc1 (configuration not stated) | 16%
COc1cccc(Cn2c(=O)n(CC3CCC(C(=O)N4CCOCC4)CC3)c(=O)c3sccc32)c1 (configuration not stated) | 11%
COCCc1nn2c(=O)cc(COC(=O)COc3ccc(F)cc3)nc2s1 | -8%
Cc1n[nH]c(C)c1S(=O)(=O)N1CCC(=O)CC1 | 15%
